HTR1E agonist: 5-HT1E (human) receptor agonism; CHO 5-HT1E Ga15 NFAT-bla reporter, FRET; 0% DMSO wells, 100% control agonist wells; actives 0.69% (n = 65,000); activation, % at 6 µM; P28566;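 active = activation above a set limit, the screen-wide mean activation plus 3 SD, cut at about 8.5% in these data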;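 also: 100% = positive control agonist at 1 µM giving full maximal response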
Target sequence (P28566 whole entry, looked up): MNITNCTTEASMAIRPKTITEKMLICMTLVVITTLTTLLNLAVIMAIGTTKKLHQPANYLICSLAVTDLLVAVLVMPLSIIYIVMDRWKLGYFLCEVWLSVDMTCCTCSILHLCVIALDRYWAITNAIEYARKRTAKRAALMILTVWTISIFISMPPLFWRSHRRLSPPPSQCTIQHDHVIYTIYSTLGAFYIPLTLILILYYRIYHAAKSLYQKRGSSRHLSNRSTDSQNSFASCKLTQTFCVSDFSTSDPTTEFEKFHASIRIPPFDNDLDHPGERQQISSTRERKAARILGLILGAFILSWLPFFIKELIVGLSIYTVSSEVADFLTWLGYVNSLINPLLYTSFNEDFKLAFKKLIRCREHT
5HT1E antag: 5-HT1E (human) receptor antagonism | inhibition, % at 6 µM | CHO 5-HT1E Ga15 NFAT-bla reporter, FRET, antagonist | actives 0.99% (n = 65,000);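 active = inhibition above a set limit, the mean inhibition across every tested compound plus 3 SD, cut at about 29% in these data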;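 also: signal is the 460 over 535 nm emission ratio of beta-lactamase substrate; 0% = agonist plus DMSO wells and 100% = wells without agonist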
S1P1 ag-PAM: agonists and agonism potentiators of human S1P1 receptor; P21453; S1P1 CRE-bla cells, forskolin, beta-lactamase FRET, potentiator mode; S1P1 agonist co-added at EC20, 2 nM; 100% = saturating reference agonist, 0% = basal; activation, % at 9.5 µM; actives 0.57% (n = 56,000); AID 449;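 active = activation above a cutoff set at the mean activation of all tested compounds plus 3 SD, cut at about 54% in these data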;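 also: forskolin at 4 µM as EC80 and the EC20 agonist is SEW2871; 100% = SEW2871 at its EC100 plus forskolin at EC80; some compounds past the cut are filed as inactive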
HEK293 NFkB inh: lowers PMA/ionomycin-induced NF-kB signal in HEK293 cells | HEK-293 NF-kB luciferase reporter, luminescence | inhibition, % at 3 µM | actives 0.21% (n = 62,000);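 active = inhibition above the mean of all tested compounds plus 3 SD, cut at about 40% in these data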;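 also: 0% = stimulated DMSO wells and 100% = 10 µM reference inhibitor 5653914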
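Signal: luciferase luminescence; Material: HEK-293 cells with stable firefly luciferase reporter driven by four HIV NF-kB elements; Probe or stimulus: PMA with ionomycin; Replication: tested once; Times: 1 h compound pretreatment, then 16 h stimulation at 37 °C, 5% CO2; Benchmarks: DMSO and 10 µM reference inhibitor; Evaluation: per-plate % inhibition versus controls.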
M1 antagonist: blocks the rat M1 muscarinic receptor response to acetylcholine; CHO-M1 cells, Fluo-4 calcium, ACh EC80 antagonist mode; stronger effect = lower value; B-score at 10 µM; actives 3.4% (n = 64,000); AID 628;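 active = calcium fluorescence response, raw or row-and-column corrected B-score, differing from the plate sample mean either way at a set confidence level, mostly lower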
Her2 expr inh: lowers expression of human Her2 kinase; P04626; SKBR-3 HER2 protein level, AlphaScreen, 18-24 h; stronger effect = lower value; HER2 level % of control, % at 10 µM; actives 0.69% (n = 65,000);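 active = HER2 level under 5% of the carrier-only control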;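 also: 100% = DMSO carrier and 0% = 500 nM PU-H71 HSP90 inhibitor; lower value means stronger loss of Her2 protein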
M1 agonist: activates the M1 muscarinic receptor; AID 626; B-score at 10 µM; CHO-M1 cells, Fluo-4 calcium fluorescence, agonist mode; stronger effect = higher value; actives 3% (n = 64,000);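 active = fluorescence rise, raw or as B-score row- and column-corrected plate score, outside the 99.7% band of its plate's samples, either direction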
S1P3 ag: agonists of human S1P3 receptor. Q99500. actives 0.1% (n = 60,000). activation, % at 4.5 µM. S1P3 NFAT-BLA reporter cells, agonism, FRET ratio; relative to 1 µM S1P, basal subtracted;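 active = activation above the screen-wide mean plus 3 SD, cut at about 4.5% in these data, passing the limit was not always enough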; also: some compounds called inactive have numbers as strong as hits
Target sequence (Q99500 whole entry, looked up): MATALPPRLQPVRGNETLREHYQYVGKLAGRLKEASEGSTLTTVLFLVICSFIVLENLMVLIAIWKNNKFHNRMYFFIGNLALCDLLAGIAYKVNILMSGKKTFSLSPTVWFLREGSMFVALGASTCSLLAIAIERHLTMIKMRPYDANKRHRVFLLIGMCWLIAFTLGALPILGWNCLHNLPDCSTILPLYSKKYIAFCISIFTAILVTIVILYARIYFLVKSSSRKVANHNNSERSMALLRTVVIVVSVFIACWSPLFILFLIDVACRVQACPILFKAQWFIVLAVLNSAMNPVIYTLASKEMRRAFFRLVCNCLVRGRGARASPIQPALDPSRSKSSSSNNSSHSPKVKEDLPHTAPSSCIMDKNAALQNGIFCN
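Assay system: CHO cells stably expressing human S1P3, Gα16 and NFAT-β-lactamase reporter. Timing: overnight plating, 4 h compound 37 °C, 2 h substrate RT. Signal: β-lactamase FRET emission ratio 460/535 nm. Measure: percent activation versus median 1 µM S1P response, basal-subtracted, per plate. Repeats: primary screen single test, confirmation screen in triplicate.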
Jurkat viability: cytotoxic compounds reducing Jurkat cell viability; Jurkat E6.1 viability, ATP luminescence, 48 h; inhibition, % at 4 µM; actives 1.2% (n = 56,000);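 active = inhibition above the mean inhibition of all tested compounds plus 3 SD, cut at about 28% in these data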
* = called active by the depositor; . = no result given.

SMILES	HTR1E agonist	5HT1E antag	S1P1 ag-PAM	HEK293 NFkB inh	M1 antagonist	Her2 expr inh	M1 agonist	S1P3 ag	Jurkat viability
O=C(NCC1CCCO1)C1CCCCN1S(=O)(=O)c1ccc(F)cc1 (centres undefined)	-0.8	7	.	32	1.1	92	-0.77	.	.
CCN(CC)CC#CC(C)OCOCC#CCOC (centres undefined)	0.5	1	-4	9	0.81	120	-4.1*	-0.4	-1
CNC(=O)Cn1nc(C)c2ccccc2c1=O	-0.9	0	4	19	0.15	92	-0.47	-0.8	-3
CCOc1cc(-c2noc(N)c2C(=O)OC)cc(OCC)c1OCC	0.6	18	-2	23	0.11	60	0.27	-0.3	-1
COCC(=O)Nc1nnc(SCC(=O)NCc2cccs2)s1	-1.3	2	-7	5	-0.4	114	0.75	0.1	-4
Cc1sc2nc3n(c(=O)c2c1C)Cc1ccccc1-3	0.4	-7	0	-30	-0.81	43	0.65	-1.4	-2
CCN1CCN(c2ccc(NC(=O)c3cccc4ncccc34)cc2)CC1	-2.2	4	8	7	-5.1*	75	-0.36	-0.3	8
Cn1c(=O)n(CCc2ccccc2)c(=O)c2c1nc1n2CCN1Cc1ccco1	0.7	24	-9	30	-2.5	52	1.2	-1.2	16
O=C(NC1CCCC1)c1c[nH]c2ccc(F)cc2c1=O	0.4	-7	-1	-9	-0.61	85	-0.6	-0.9	-3
COc1ccc(NC(=O)Cn2nc(C(F)(F)F)c3c2CCCC3)c(OC)c1	0.8	-5	-9	5	0.95	97	-1.1	-0.3	6
Cc1cc(NS(=O)(=O)c2ccc(NC(=O)CCCC(=O)O)cc2)nc(C)n1	0.2	-2	.	0	-0.0028	56	-0.033	0.1	-2
O=C1[C@@H]2C(c3ccccc3Cl)=NO[C@@H]2C(=O)N1Cc1ccccc1	-0.3	11	-1	14	0.012	102	0.0073	-0.2	-3
O=C(CN1CCC2(CC1)OCCO2)c1c[nH]c2ccccc12	-0.6	-8	-3	-3	-0.17	94	0.079	-0.5	-8
CCOc1ccc2[nH]c(=O)c(CN(CCc3ccccc3)C(=O)c3cnccn3)cc2c1	-0.7	5	-16	3	0.0089	61	-1.3	-0.7	8
Nc1nonc1-c1noc(-c2ccccc2Br)n1	-0.2	6	16	-2	-0.67	89	1	0.1	-4
COc1ccc(-c2noc(CCC(=O)Nc3nc4ccccc4s3)n2)cc1	-1.3	6	.	17	0.77*	100	-0.25	.	.
Cc1ccccc1CN1C(=O)CSc2ccc(C(=O)N3CCOCC3)cc21	-0.9	3	3	20	-0.0073	87	0.45	-0.7	0
CCCOc1ccc2ccccc2c1/C=N/n1cnnc1	0.3	-3	.	-1	-0.11	100	0.77	-0.4	1
COc1cccc(-c2nnc(SCC(=O)Nc3ccc(OC)c(OC)c3)n2N)c1	1.3	-10	-4	8	-0.1	100	0.74	-0.8	-3
O=C(O)c1[nH]nc2c1COc1ccccc1-2	0.3	-6	9	5	-0.017	84	0.42	0.0	-4
Cn1c(=O)c2c(nc(NCCc3ccccc3)n2CC(=O)NCCc2ccccc2)n(C)c1=O	-0.6	-1	-8	16	-0.47	86	0.21	-0.7	-9
COCCn1c(=NC(=O)CSCC(=O)NC2CCCCC2)sc2cc(OC)ccc21	0.0	8	-24	0	-0.96	124	-0.62	0.2	-2
Cn1c(/C(C#N)=C2/CCCCCN2)nc2ccccc21	0.2	3	.	7	-0.78	94	0.084	.	.
OCCNCCCCOc1ccccc1F	7.3	-6	-20	17	-1	116	0.089	-1.3	3
O=C1CC(c2ccc3c(c2)OCO3)c2cc3c(cc2N1)OCO3 (centres undefined)	0.5	1	.	12	1.5	46	0	.	.
Further compounds follow:
SMILES	HTR1E agonist	5HT1E antag	S1P1 ag-PAM	HEK293 NFkB inh	M1 antagonist	Her2 expr inh	M1 agonist	S1P3 ag	Jurkat viability
Cc1nc2ccccc2c(=O)n1NC(=O)c1ccc(F)cc1Cl	-0.4	5	-6	8	-0.26	82	0.078	-1.3	5
CCN(CC)C(=O)C1CCN(Cc2cccc(OCc3ccccc3)c2)CC1	0.2	-16	-10	20	-0.86	100	-0.0062	-1.3	8
COc1ccc(S(=O)(=O)N2CCCC(C(=O)N3CCCCCC3)C2)cc1 (centres undefined)	-1.1	0	-19	24	0.11	94	-0.064	-0.9	-3
COc1ccc(CC(=O)NCc2nnc(SCCOc3ccccc3)n2C)cc1	-1.3	10	.	4	-0.39	102	-1.7	-0.3	-1
COc1cc(N=c2ssnc2Cl)cc(OC)c1OC	0.2	-3	-10	-16	0.55	67	-1.2	-1.1	13
O=c1nc(C(F)(F)F)nc2ccccn12	-1.3	-4	.	5	0.5	105	-0.7	-1.5	5
O=C(Nc1ccc2nsnc2c1)c1ccc2c(c1)OCO2	-0.6	1	-12	-35	0.62	78	0.27	-1.4	-4
Cc1ccccc1NC(=O)c1cc(S(=O)(=O)N2CCOCC2)cs1	0.2	-6	12	11	-1.5	95	-0.2	-0.7	-2
Cc1cc(C)cc(Nc2cc(=O)n(C3CCCCC3)c(=O)[nH]2)c1	0.5	-1	-18	7	0.059	68	-0.041	-0.2	7
O=C(CCCNS(=O)(=O)c1cccc2nsnc12)NCc1ccc(Cl)cc1	0.6	3	16	12	-0.2	78	-0.84	-0.6	-16
O=S(=O)(c1ccc(OCC(O)CN2CCN(c3ccccc3Cl)CC2)cc1)N1CCOCC1 (centres undefined)	1.6	-2	11	7	-1.7*	100	-2.5	0.4	5
CC(c1ccccc1)C1CC(=O)N(c2ccc(C(=O)O)cc2)C1=O (centres undefined)	-0.7	-39	4	18	-0.0044	118	-0.085	-0.6	3
Cc1cc(OCC(=O)NCc2nc(-c3ccccc3)no2)c(C)cc1Br	0.4	-2	.	14	.	73	.	-1.4	2
CCOC(=O)C1CCN(S(=O)(=O)c2cc(Br)cc3c2N(C(=O)C2CC2)CC3)CC1	-0.5	11	.	26	1.1	61	2.4	.	.
CCOc1ccc(-n2c(=S)sc3c(=O)[nH]c(SCC(=O)NCc4ccco4)nc32)cc1	-1.0	-1	.	7	0.93	115	0.11	.	.
CC(C)(C)NC(=O)CSc1nccn1Cc1ccccc1	-0.5	-3	-19	5	-1.2	68	0.089	0.1	-14
Cc1nc2nc(CSc3nc4ccccc4s3)cc(=O)n2[nH]1	0.3	-1	0	8	0.48	89	0.68	-0.1	3
Nc1ccc(C(=O)OCc2nc3ccccc3[nH]2)cc1	-1.3	-18	0	8	0.069	75	-0.73	-0.6	3
Cc1noc(C)c1S(=O)(=O)NCCCN1CCN(Cc2ccccc2)CC1	4.2	2	.	9	-2.4	90	0.1	.	.
COC(=O)C1=C(C)NC(=O)NC1c1ccccc1 (centres undefined)	0.3	-4	-3	4	0.94	78	-1.1	-1.5	3
CCCCN1C(=O)C(O)(CC(=O)c2c(C)n[nH]c2C)c2cc(Br)ccc21 (centres undefined)	1.0	-3	-9	1	0.19	76	-0.59	-0.3	4
N#CC1(C#N)C2=C(CCCC2)NC(c2ccccc2)C1(C#N)C#N (centres undefined)	-0.3	-2	12	14	-1	70	-1.3	-0.8	-4
Cc1ccccc1OC(C)C(=O)NC1CCCC1 (centres undefined)	-0.7	-4	-2	8	-1.1	78	-0.3	-0.4	-4
Cc1nc(N2CCN(C)CC2)[nH]c(=O)c1Cc1cccc2ccccc12	0.6	10	-4	4	-0.15	104	-1.5	-0.1	7
CCOC(=O)CSc1nnc([C@H](C)NC(=O)OC(C)(C)C)o1	0.4	-17	-2	15	0.6	122	-0.26	-0.7	3
More results
SMILES	HTR1E agonist	5HT1E antag	S1P1 ag-PAM	HEK293 NFkB inh	M1 antagonist	Her2 expr inh	M1 agonist	S1P3 ag	Jurkat viability
O=C(OCCN(CCOC(=O)c1ccncc1)S(=O)(=O)c1cccs1)c1ccncc1	-1.1	-5	.	16	-0.93	.	-1.6	.	.
COc1ccccc1-n1nc(C(=O)NCc2ccco2)c2ccccc2c1=O	-0.9	0	-21	10	-0.3	93	-0.47	-0.7	-1
O=c1cc(-c2ccccc2)[nH]c2[nH]n(-c3ccccc3)c(=O)c12	1.1	-12	-10	5	-0.086	115	-0.42	0.1	0
COc1ccc2c(=O)c3c(=O)n(Cc4ccco4)c(-c4ccccc4)nc3oc2c1	1.5	-4	-46	-1	0.082	59	0.018	0.4	-5
CC1CCc2nn(CC(=O)NCc3ccc4c(c3)OCO4)cc2C1 (centres undefined)	0.2	-5	-12	0	-1	89	0.056	-0.2	-1
CCn1cc(C(=O)NCc2ccco2)c(=O)c2cc(S(=O)(=O)N3CCc4ccccc4C3)ccc21	-0.6	-9	39	20	2	88	0.43	-0.7	13
N#CC1=C(N)C(C#N)(C#N)C2(C(=O)Nc3ccccc32)C2CCCC=C12 (centres undefined)	-0.8	23	1	6	.	85	.	-0.6	-3
CCCOc1ccc(Cc2nn3c(=O)/c(=C/c4ccco4)sc3nc2=O)cc1	-0.1	8	8	7	-0.066	120	-0.45	-0.8	4
O=c1c2c3nc4ccccc4nc3n(-c3cccc(F)c3)c2ncn1Cc1ccc2c(c1)OCO2	-0.3	5	-19	4	-0.057	96	-0.45	-1.9	2
CC(=O)N1CCC(=O)N(C(C)C)c2ccccc21	-0.9	-12	5	12	-0.3	75	-0.13	-0.3	2
Cc1occc1-c1nnc(SCC(=O)c2c(N)n(Cc3ccccc3)c(=O)n(C)c2=O)n1C	0.2	0	4	14	0.33	87	-0.16	-0.1	-6
Cc1ccc(S(=O)(=O)NC2CCCC(C(=O)O)C2)cc1 (centres undefined)	-0.2	-4	2	10	0.12	97	0.036	1.2	-3
CC(C)(C)c1cc(-c2ccco2)c(C#N)c(SCC#N)n1	0.3	-25	5	.	0.4	80	0.26	3.0	.
O=C1CC(N2CCN(c3ccc(O)cc3)CC2)C(=O)N1Cc1cccs1 (centres undefined)	0.4	-7	-14	13	0.6	95	0	-0.9	-1
Cc1ccc(CNC(=O)CCNS(=O)(=O)c2ccc3c(c2)c(=O)n(C)c(=O)n3C)cc1	1.1	-1	2	4	0.091	138	0.78	0.3	-9
COc1ccc(-n2c(Cc3cccn3C)nnc2SCC(=O)Nc2ccc3c(c2)OCCO3)cc1	0.8	10	-22	18	-0.16	99	-0.46	-0.8	-4
O=C(Nc1ccc(F)cc1)C1CCN(c2nnnn2-c2ccccc2)CC1	-1.2	3	2	2	-0.4	91	0.23	-0.6	12
Cc1nn(-c2ccccn2)c2c1C(c1ccsc1)C1=C(CCCC1=O)N2 (centres undefined)	-0.3	35*	-50	10	0.0027	71	0.026	0.0	4
COCCCn1nnnc1SCC(=O)Nc1nc(C)c(C)s1	0.3	0	-6	6	-0.011	109	-0.73	-0.6	-3

Sorted by the number under HTR1E agonist (highest first): some entries from above
smiles | HTR1E agonist
CCCOc1ccc(Cc2nn3c(=O)/c(=C/c4ccco4)sc3nc2=O)cc1 | -0.1
Cc1nn(-c2ccccn2)c2c1C(c1ccsc1)C1=C(CCCC1=O)N2 (centres undefined) | -0.3
CC(=O)N1CCC(=O)N(C(C)C)c2ccccc21 | -0.9

Assay outcomes from PubChem BioAssay.

An unsorted share of the library; overall some 9.2% were active at least once.
